Screening results as filed in PubChem BioAssay.
GCN5L2 inh: qHTS Assay for Inhibitors of GCN5L2. Potency, µM (top dose mostly 58.9 µM), for the others: top-dose activity change, negative = inhibition, actives largely listed as inhibitors. Histone acetyltransferase KAT2A (Homo sapiens), Q92830. 390,000 compounds, 0.21% hits. GCN5L2 HAT assay, ThioGlo1 CoA-SH fluorescence. AID 504327, 2011
Target sequence (Q92830 whole entry, looked up): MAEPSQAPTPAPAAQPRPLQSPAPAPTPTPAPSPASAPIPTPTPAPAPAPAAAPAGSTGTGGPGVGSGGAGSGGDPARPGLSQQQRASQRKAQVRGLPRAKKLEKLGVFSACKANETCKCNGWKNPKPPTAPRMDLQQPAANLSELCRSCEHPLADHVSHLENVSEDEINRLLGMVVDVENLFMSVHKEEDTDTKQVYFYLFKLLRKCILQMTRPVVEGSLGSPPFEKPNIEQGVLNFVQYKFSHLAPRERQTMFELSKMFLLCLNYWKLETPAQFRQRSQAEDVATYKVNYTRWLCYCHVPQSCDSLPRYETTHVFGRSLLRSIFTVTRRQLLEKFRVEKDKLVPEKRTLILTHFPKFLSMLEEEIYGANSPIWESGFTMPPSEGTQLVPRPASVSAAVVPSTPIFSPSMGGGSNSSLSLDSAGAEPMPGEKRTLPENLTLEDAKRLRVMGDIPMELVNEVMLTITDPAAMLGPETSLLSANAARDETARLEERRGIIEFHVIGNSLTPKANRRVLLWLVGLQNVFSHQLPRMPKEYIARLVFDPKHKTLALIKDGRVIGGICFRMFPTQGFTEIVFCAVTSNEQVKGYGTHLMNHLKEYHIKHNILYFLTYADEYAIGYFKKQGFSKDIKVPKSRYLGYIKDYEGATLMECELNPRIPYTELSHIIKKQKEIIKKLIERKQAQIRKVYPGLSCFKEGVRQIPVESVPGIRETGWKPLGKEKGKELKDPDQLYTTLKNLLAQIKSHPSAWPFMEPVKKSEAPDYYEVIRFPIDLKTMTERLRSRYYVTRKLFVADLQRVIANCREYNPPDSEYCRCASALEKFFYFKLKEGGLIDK
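ThioGlo1-coupled HAT assay: 20nM GCN5L2, 70uM acetyl-CoA, 75uM H3(1-25) peptide, pH 7.5. Fluorescence read at 340/540nm at start and after 20 min at room temperature.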
DT40 TDP1 CPT: qHTS for Inhibitors of human tyrosyl-DNA phosphodiesterase 1 (TDP1): qHTS in cells in presence of CPT | chicken DT40 Tdp1-/-;hTDP1 cells + 20 nM CPT, ATP luminescence, 48 h | Potency, µM (doses to about 46.2 µM), for inactives: top-dose activity change, negative = growth inhibition, actives largely listed as inhibitors | 420,000 compounds, 12% hits | AID 686979, 2013; note: nearly all actives have a fitted effect of over 55% in size
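Chicken DT40 Tdp1-/- cells stably complemented with human TDP1 were seeded at 400 cells/well in medium containing 20 nM camptothecin, exposed to pin-transferred compounds, and grown at 37 °C for at least 48 hr. Viability was read as ATP luminescence.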
TDP1 cell noCPT: qHTS for Inhibitors of human tyrosyl-DNA phosphodiesterase 1 (TDP1): qHTS in cells in absence of CPT; DT40 Tdp1-/- hTDP1 cells, no CPT, ATP luminescence, 48 h; Potency, µM (top dose mostly 46.2 µM), inactives show at the top dose activity change, negative = growth inhibition, hits mostly inhibitors; 420,000 compounds, 15% hits; note: nearly all actives have a fitted effect of over 55% in size
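Chicken DT40 Tdp1-/- cells stably complemented with human TDP1 were seeded at 400 cells/well with DMSO in place of 20 nM camptothecin. After compound pinning, cells grew at least 48 hr at 37 °C; viability read by CellTiter-Glo luminescence.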
The depositor's hits bear a star; ? = inconclusive; / = not tested or not shown; & = joins results of further samples. Calls come from the whole dose curve; as a rule, active = well fitted curve in the direction sought with a large enough effect; inconclusive = small, poorly fitted or top-dose-only effect, or another doubt; inactive = no such curve, though single readings can be large; an effect the other way counts as inactive or inconclusive. % is set by controls: 0 for no effect and ±100 for the full control effect; potency is the fitted concentration of half-maximal effect.

Values in the order – GCN5L2 inh	DT40 TDP1 CPT	TDP1 cell noCPT
> CC(C)CCOP(=O)(c1ccc(N(C)C)cc1)C(O)c1ccc(N(C)C)cc1 (centres undefined)
 : -2%	?	-24%
> COc1ccc(C(=O)C[n+]2cccc(C)c2)cc1
 : 1%	11%	-22%
> O=C(NCC(c1cccnc1)N1CCOCC1)c1cccc(Cl)c1 (centres undefined)
 : 4%	-16%	0%
> COc1ccc(CN2C(=O)c3oc4ccccc4c(=O)c3C2c2ccc(O)c(OC)c2)cc1 (centres undefined)
 : -5%&-4%	?	?
> CCOC(=O)c1c(CSc2ccsc2)n(C)c2cc(Br)c(O)c(CN(C)C)c12
 : -5%	18µM*	23µM*
> Fc1ccccc1Oc1nc(-c2ccncc2)nc2ccccc12
 : -8%	?	16µM*
> Cc1ccc(S(=O)(=O)NCCC(=O)NCC(c2cccs2)N2CCOCC2)cc1 (centres undefined)
 : -2%	?	-6%
> O=C(NCc1n[nH]c(=S)n1-c1ccc(F)cc1)c1ccc(S(=O)(=O)N2CCOCC2)cc1
 : -5%	-6%	-12%
> Cc1ccc(C(=O)CSc2n[nH]c(C)n2)cc1
 : -9%	-4%	-16%
> Cn1c(=O)n(CC(=O)NCC2CCCO2)c(=O)c2c3c(sc21)CCCC3 (centres undefined)
 : -4%	-22%	19%
> O=C(N/N=C/c1c(-c2ccccc2)[nH]c2ccccc12)c1cccnc1
 : -8%	6.5µM*	3.3µM*
> COc1cccc(C(=O)Oc2ccc3ccc(O)cc3c2)c1
 : 3%	-2%	11%
> CC(C)NS(=O)(=O)c1ccc(CCC(=O)NCc2ccccn2)cc1
 : -7%	21%	2%
> COc1ccccc1OCCn1c(NC(=O)c2ccc(Cl)cc2)nc2ccccc21
 : 1%	-9%	-5%
> O=C(NCc1ccco1)C1CCN(S(=O)(=O)c2ccc(-n3cnnn3)cc2)CC1
 : 0%	-21%	-13%
> Cc1cc(C)cc(C(=O)NCC(=O)N2CCC(C(N)=O)CC2)c1
 : 1%	-2%	6%
> CC(C)(C)c1ccc(C(=O)C2CCCN(C(=O)c3ccccn3)C2)cc1 (centres undefined)
 : -20%	9.2µM*	?
> CCn1c(=O)n(CCc2ccccc2)c(=O)c2c3c(sc21)CCCC3
 : -7%	-14%	?
> Cc1nnc(Oc2ccc([N+](=O)[O-])cc2)c2ccccc12
 : -3%	?	-9%
> O=C(NN1CCOCC1)c1cc(-c2ccc(Cl)c(Cl)c2)nc2ccccc12
 : -3%	?	1.3µM*
> Cc1ccc(S(=O)(=O)N2[C@H](c3ccc(Cl)cc3)CC(=O)[C@@H]3CN(S(=O)(=O)c4ccccc4C)[C@H](c4ccc(Cl)cc4)C[C@@H]32)cc1
 : /	?	?
> Nc1ccccc1C(=O)Nc1ccc(Cl)cc1Cl
 : 4%	-18%	?
> Cc1nc2ccc(NC(=O)NCc3ccco3)cc2s1
 : -9%	-26%	-21%
> O=C(Nc1cccc(O)c1)c1ccc(NC(=O)C2CCCO2)cc1 (centres undefined)
 : 0%	7%	-2%
> O=C(NNC(=O)c1ccc(-c2ccccc2)cc1)Nc1ccccc1
 : /	-6%	-15%
> COc1cc(C(C)=O)ccc1OCc1nnc(-c2ccccc2Br)o1
 : -8%	-17%	?
> COC(=O)Cc1[nH]n(-c2ccccc2)c(=O)c1C=Nc1ccc(C)cc1
 : -6%	-2%	-10%
> Cn1c(SCc2ccccc2)nnc1-c1ccco1
 : 1%	5%	?
> CCN(CC)C(=O)CSc1nc2ccccc2c(=O)n1Cc1ccco1
 : -7%	?	?
> CCOC(=O)Cc1nnc2c(Nc3ccc(Cl)cc3)nc3nonc3n12
 : -4%	?	?

No new results follow: an excerpt of the list.
Values in the order – GCN5L2 inh	DT40 TDP1 CPT	TDP1 cell noCPT
> COc1cccc(C(=O)Oc2ccc3ccc(O)cc3c2)c1
 : 3%	-2%	11%
> CC(C)NS(=O)(=O)c1ccc(CCC(=O)NCc2ccccn2)cc1
 : -7%	21%	2%
> COc1ccccc1OCCn1c(NC(=O)c2ccc(Cl)cc2)nc2ccccc21
 : 1%	-9%	-5%
> O=C(NCc1ccco1)C1CCN(S(=O)(=O)c2ccc(-n3cnnn3)cc2)CC1
 : 0%	-21%	-13%

Going on with the list.
Values in the order – GCN5L2 inh	DT40 TDP1 CPT	TDP1 cell noCPT
> COc1ccccc1NC(=O)c1c(NCc2ccc(C)o2)sc2c1CCCCC2
 : -3%	5.8µM*	6.5µM*
> CC(C)(CNC(=O)c1sc2cc(Cl)ccc2c1Cl)N1CCOCC1
 : -3%	16µM*	16µM*
> O=C(NCc1cccc(Cl)c1)c1oc(=O)c2ccccc2c1-c1ccccc1
 : 1%	4%	-1%
> O=C(Nc1cccc(Cl)c1Cl)c1snnc1-c1ccccc1
 : 0%	-21%	?
> COc1ccc(-c2oc3ncn4nc(-c5ccccc5Br)nc4c3c2-c2ccc(OC)cc2)cc1
 : -7%	5%	?
> Cc1cc(C)cc(N(CC(=O)Nc2ccccc2-c2ccccc2)S(=O)(=O)c2ccccc2)c1
 : 3%	-28%	?
> O=C(O)c1cc(-c2ccc(Cl)c(Cl)c2)n(-c2ccccc2)n1
 : -2%	1%	-17%
> COC(=O)c1cc2nc(-c3ccc(C)cc3)cc(C(F)(F)F)n2n1
 : -1%	-1%	-1%
> COC(=O)C(Cc1ccc(OC(=O)c2ccccc2Cl)cc1)N1Cc2ccccc2C1=O (centres undefined)
 : -1%	?	?
> O=C(OCC(=O)N1CCOCC1)c1cc(F)c(F)cc1Cl
 : -6%	3%	4%
> COn1c(SCc2cccc(Cl)c2)nc2ccccc2c1=O
 : 24%	-12%	-27%
> C=CCNC(=S)NNC(=O)c1csc(C)c1CC
 : 14%	-19%	-22%
> COc1ccc(OC)c(NC(=O)c2cc3cccc(OC)c3oc2=O)c1
 : -3%	-12%	-13%
> CCCCC(=O)Nc1nn(CC)c2nc3c(C)cccc3cc12
 : 22%	-10%	-16%
> CCCCNC(=O)c1cnc2sc(N3CCCCC3)nn2c1=O
 : -3%	-16%	-17%
> CCN(CC)S(=O)(=O)c1cccc(C(=O)NCC(c2ccccc2)N(C)C)c1 (centres undefined)
 : 0%	5%	-6%
> COc1ccc(Cn2ccc3nc(C)c(C(=O)N4CCN(c5cccc(OC)c5)CC4)cc3c2=O)cc1
 : -8%	15µM*	?
> Nc1ccccc1NC(=O)c1ccccc1
 : 0%	21µM*	18µM*
> O=C(COC(=O)c1ccccc1C(=O)c1ccc(Cl)c([N+](=O)[O-])c1)NC1CCCCCC1
 : -5%	?	23µM*
> O=C(COc1ccccc1F)N1N=C(c2cccs2)CC1c1ccco1 (centres undefined)
 : -14%	?	?
> CCN(CC(=O)NCc1ccc(Cl)cc1)C(=O)CN1C(=O)NC(CC)(c2ccccc2)C1=O (centres undefined)
 : -1%	-23%	-22%
> Cc1ccc(SCC(=O)NCC2CCCO2)cc1 (centres undefined)
 : -10%	3%	4%
> COc1ccc2c3c(n(C(=O)OC(C)(C)C)c2c1)C1CC=C(COC(C)=O)CN1CC3 (centres undefined)
 : /	16µM*	16µM*
> O=C(NCCS(=O)(=O)NCc1cccnc1)c1ccccc1
 : -4%	6%	-6%
> Cc1cccn2c(=O)c3cc(C(=O)NCc4cccnc4)c(=N)n(CCCO)c3nc12
 : -9%	-2%	-13%
> O=C(COc1ccc(Cl)cc1Cl)NC(=O)NC1CCCC1
 : -9%	-17%	?
> COc1ccc(-c2cc3c(=O)n(CC(=O)Nc4cccc(Cl)c4)ncn3n2)cc1
 : -24%	5%	19%
> CC(=O)CSc1nc2cc3c(cc2cc1C#N)OCCO3
 : -9%	15µM*	?
> CC1(c2ccc3ccccc3c2)NC(=O)N(CC(=O)N2CCN(S(=O)(=O)c3ccccc3F)CC2)C1=O (centres undefined)
 : -30%	?	23µM*
> N#CCc1c(C#N)c(N)nc(Nc2ccccc2)c1C#N
 : -25%	-6%	26%

(list continues)
Compound	GCN5L2 inh	DT40 TDP1 CPT	TDP1 cell noCPT
Cc1ccccc1-c1cc2nc(C)c(Cl)c(=O)n2[nH]1	/	-19%	?
O=C(NCCN1CCN(C(=O)Nc2ccccc2)CC1)Nc1ccccc1	-1%	0%	-5%
Cc1ccc(N(CCCCN2C(=O)c3ccccc3C2=O)C(=O)c2cccc([N+](=O)[O-])c2)cc1	?	?	16µM*
CCCCN(CC)CCCNC(=O)c1ccc(CSc2nc3ccncc3[nH]2)cc1	1%	-5%	-13%
COc1ccc(Cc2nnc(NC(=O)C3CCN(C(=O)c4ccco4)CC3)s2)cc1	0%	2%	?
CC(=O)Oc1ccc(-c2nc(-c3ccccc3)no2)cc1	/	?	?
N#Cc1cc([N+](=O)[O-])ccc1NCC1CCCO1 (centres undefined)	-7%	-1%	0%
c1ccc(NCC2OCc3ccccc3CO2)cc1	-3%	-16%	-14%
CC(=O)c1sc(NC(=O)c2c(F)cccc2F)nc1C	-3%	-8%	-5%
COc1ccc2c(c1)c1c3n2CCN(C)C3=NCC1	-6%&-13%	-2%&-27%	?
COC(=O)c1ccc(N(CC(=O)NCC2CCCO2)C(=O)CCC(=O)Nc2cc(C)on2)cc1 (centres undefined)	-4%	19%	-3%
C=CCc1ccc(OCC(O)CO)c(OC)c1 (centres undefined)	0%	-1%	8%
Cc1nn(C)c(C)c1NS(=O)(=O)c1ccccc1	-11%	5%	-26%
COC(=O)CC1(C(=O)OC)Oc2ccc(Br)cc2C(=O)N1c1cc(Cl)c(Cl)cc1Cl (centres undefined)	1%	8.2µM*	5.8µM*
CCOc1ccc(NC(=O)CC2C(=O)N(c3ccc(C)cc3)C(=O)N2C2CCCCC2)cc1 (centres undefined)	2%	18µM*	?
CN(C)c1nc(Cl)nc(N(C#N)CCOc2ccccc2)n1	-9%	-9%	16%
O=C(O)CCc1ccc(-c2ccccc2)o1	?	-26%	-15%
NNC(=O)c1cc2cc(Oc3ccccc3)ccc2[nH]1	-15%	-13%	-20%
CCNC(=O)c1ccc(N(C)S(=O)(=O)c2cccs2)cc1	-10%	1%	9%
CC(Cc1ccccc1)NC(=O)CC(c1ccccc1)c1ccccc1O (centres undefined)	-4%	1%	?
CN1C(=O)CC(c2ccco2)Sc2ccccc21 (centres undefined)	-1%	?	-11%
COc1ccc(-c2ccc(CCC(=O)O)n2CC(=O)Nc2cccc(OC)c2)cc1	-9%	-5%	-19%
Cc1nnc(SCC(=O)c2ccc(Cl)cc2)s1	-7%	-5%	-18%
Oc1ccc(/C=N/Nc2cccc(Cl)n2)c(O)c1	-4%	0%	?
Oc1cccnc1Sc1cccc(C(F)(F)F)c1	/	-40%	?
CCNC(=O)CC1C(=O)N(c2ccc(F)cc2)C(=O)N1Cc1ccccn1 (centres undefined)	-18%	?	?
C=CCNCCCCOc1ccc(OCC)cc1	-5%	-27%	?
CCc1nc(SCC(=O)O)c2c3c(sc2n1)COC(C)(C)C3	4%	-11%	-28%
COc1ccc(-c2cc(C(F)(F)F)n3nc(C)cc3n2)cc1	-7%	-26%	-27%
CCOC(=O)C1=C(NC(=O)c2ccc(Br)o2)Nc2ccccc2N=C1	-2%	?	-27%
CCOC(=O)C1=C(C)NC(=O)NC1c1c(C)nn(-c2ccccc2)c1Cl (centres undefined)	1%	?	-27%
Cc1ccc2c(=O)c(C(=O)c3cccc(Cl)c3)cn(CC(=O)Nc3ccc4c(c3)OCCO4)c2n1	18%	?	?
CC1=CCC2(CO)COC(c3ccccc3O)C1C2 (centres undefined)	-6%	-17%	-23%
COC(=O)c1ccc(COC(=O)C2CCN(S(=O)(=O)c3c(Cl)cccc3Cl)CC2)o1	-15%	12%	-3%
COc1cc(C(=O)NNC(=O)c2ccccc2Br)ccc1OCC(=O)N1CCOCC1	-6%	10%	-3%
CCCC(c1nnnn1CC1CCCO1)N1CCN(c2cc(Cl)ccc2C)CC1 (centres undefined)	-5%	?	?

Arranged by SMILES length (rising): 3 of the compounds above.
Compound	GCN5L2 inh	DT40 TDP1 CPT	TDP1 cell noCPT
CC1=CCC2(CO)COC(c3ccccc3O)C1C2 (centres undefined)	-6%	-17%	-23%
CCCC(c1nnnn1CC1CCCO1)N1CCN(c2cc(Cl)ccc2C)CC1 (centres undefined)	-5%	?	?
COC(=O)c1ccc(COC(=O)C2CCN(S(=O)(=O)c3c(Cl)cccc3Cl)CC2)o1	-15%	12%	-3%

A portion of the library; rates above refer to the full screens.
